RMI-FANCM inh: disruptors of RMI1/RMI2 association with MM2 peptide – biochemical, fluorescence polarization, human, primary screen | FP signal (polarization) at 33 µM | RMI core complex (RMI1/RMI2) binding to FANCM MM2 peptide, human | AID 1159607, 2016 | RMI core complex with F-MM2 peptide; hits give low values | 0.58% of 70,000 active; in the data active = FP signal below about 40; note: inactives centre near 61; strong numbers were not always called active; unit not given here
Starred values were filed as active, the others as inactive; & = joins results of further samples. Some of the compounds tested; count on the stated rates, not on these rows.

Screening O=c1[nH]cnc2c1oc1nc(-c3ccc(Cl)cc3)cc(-c3ccco3)c12 returned RMI-FANCM inh 50.
Screening O=C1OC2(CCCCC2)OC(=O)C1=CNc1ccccc1[N+](=O)[O-] returned RMI-FANCM inh 60.
Screening CCOC(=O)c1sc(NC(=O)/C=C/c2ccccc2)nc1-c1ccccc1 returned RMI-FANCM inh 66.
Screening CCS(=O)(=O)c1cccc(C(=O)Nc2nc3c(C)c(Cl)ccc3s2)c1 returned RMI-FANCM inh 51.
For COCCCN1CC2=C(C1=O)C(c1ccc(Cl)c(Cl)c1)NC(=O)N2 (stereo not given) the results were RMI-FANCM inh 53.
CC(C)C(=O)Nc1ccc(C(=O)NCCNC(=O)c2ccc(C(C)(C)C)cc2)cc1 was read as RMI-FANCM inh 69.
`Cc1c(Cl)ccc2sc(N(Cc3ccccc3)C(=O)c3ccn(C)n3)nc12` gave RMI-FANCM inh 70.
CN(C(=O)c1cccs1)C1CC2C=CC1C2 (stereo not given) was read as RMI-FANCM inh 63.
For CCC(C(=O)Nc1ccc(C(F)(F)F)cc1)c1ccccc1 (stereo not given) the results were RMI-FANCM inh 61.
Screening Cn1nnc2c(Cl)ncnc21 returned RMI-FANCM inh 59.

For reference, some entries already given.
Screening O=c1[nH]cnc2c1oc1nc(-c3ccc(Cl)cc3)cc(-c3ccco3)c12 returned RMI-FANCM inh 50.
Screening O=C1OC2(CCCCC2)OC(=O)C1=CNc1ccccc1[N+](=O)[O-] returned RMI-FANCM inh 60.
Screening CCOC(=O)c1sc(NC(=O)/C=C/c2ccccc2)nc1-c1ccccc1 returned RMI-FANCM inh 66.
Screening CCS(=O)(=O)c1cccc(C(=O)Nc2nc3c(C)c(Cl)ccc3s2)c1 returned RMI-FANCM inh 51.

(cont.)
N#C/C(=C\N1CCc2ccccc21)C(=O)c1cccc(C(F)(F)F)c1 was read as RMI-FANCM inh 64.
Screening COc1cc2[nH]c3c(=O)n(CC(=O)NCCC4=CCCCC4)cnc3c2cc1OC returned RMI-FANCM inh 79.
For CC(C)COc1cccc(OCC(=O)O)c1 the results were RMI-FANCM inh 59.
Screening Cc1cccc(NC(=O)CSc2nnc(NC(=O)COc3ccccc3)s2)c1C returned RMI-FANCM inh 53.
For Cc1ccc(CC(=O)Nc2nc3ccc(S(=O)(=O)N(C)C)cc3s2)cc1C the results were RMI-FANCM inh 75.
Screening CN(C)c1ccc(C(CNC(=O)C(=O)Nc2ccccc2F)N2CCCC2)cc1 (stereo not given) returned RMI-FANCM inh 56.
Screening Nc1ncnc(Nc2ccccc2F)n1 returned RMI-FANCM inh 54.
`CCCSC1=C(C#N)C(c2cc(OC)ccc2OC)CC(=O)N1` (stereo not given) gave RMI-FANCM inh 58.
`O=C1c2ccccc2-c2nn(C(=O)c3ccccc3F)c3cccc1c23` gave RMI-FANCM inh 56.
For CN(C)CCN(C(=O)/C=C/c1ccc2c(c1)OCO2)c1nc2ccc(F)cc2s1 the results were RMI-FANCM inh 101.
For O=C1CCCC(O)=C1N=Nc1c(Cl)cc(C(F)(F)F)cc1Cl the results were RMI-FANCM inh 52.
`O=C(CSc1nccc(-c2cccs2)n1)c1cc(-c2ccc(Cl)c(Cl)c2)no1` gave RMI-FANCM inh 12*.
`COc1ccc(S(=O)(=O)N2CCC(c3nc(-c4ccc(F)cc4)no3)CC2)cc1` gave RMI-FANCM inh 67.
CC(C)(C)C(=O)N1CCc2ccc(NS(=O)(=O)c3cccc(F)c3)cc21 was read as RMI-FANCM inh 66.
Screening Cc1ccc(N=C2NC(=O)C(CC(=O)Nc3ccc(OC(F)(F)F)cc3)S2)cc1 (stereo not given) returned RMI-FANCM inh 68.
Screening COc1cc([N+](=O)[O-])cc2cc(C(=O)Nc3ccc(S(=O)(=O)N4CCCCC4)cc3)c(=O)oc12 returned RMI-FANCM inh 53.
`CNc1cccc2c1C(=O)c1ccccc1C2=O` gave RMI-FANCM inh 53.
For O=C(NCCn1ncc2c(N3CCCC3)ncnc21)C1(c2ccccc2)CCOCC1 the results were RMI-FANCM inh 62.
COCc1nnc(NC(=O)COc2ccc(C)cc2C(C)(C)C)s1 was read as RMI-FANCM inh 66.
`CCCCOc1ccc(C(=O)N2CCC(c3nc4ccccc4[nH]3)CC2)cc1` gave RMI-FANCM inh 55.
Screening CSc1ccc(CNC(=O)c2ccc3nncn3c2)cc1 returned RMI-FANCM inh 65.
Screening Cn1ccnc1SC(F)(F)C(=O)c1cnc2ccccn12 returned RMI-FANCM inh 62.
For Cc1ccc(C(=O)NCC(c2ccc3c(c2)CCCN3C)N2CCCCC2)cc1 (stereo not given) the results were RMI-FANCM inh 65&69.
Screening COc1cc(C(=O)NCCc2ccc(N(C)C)cc2)cc(OC)c1OC returned RMI-FANCM inh 71.
Cc1nn(-c2ccccc2)nc1C(=O)NNC(=S)Nc1cccc(Cl)c1C was read as RMI-FANCM inh 55.
Cc1cc2cc(CNC(=O)c3ccc4c(c3)OCO4)ccc2n1C was read as RMI-FANCM inh 52.
For O=C(NCCc1nc2ccccc2[nH]1)c1ccc(Cl)cc1 the results were RMI-FANCM inh 66.
`CCN1/C(=C\c2c(O)c(=O)c2=O)Sc2ccccc21` gave RMI-FANCM inh 62.
Cc1ccc(-c2csc3nc(SCC(=O)Nc4sc5c(c4C#N)CCCCC5)n(-c4ccccc4)c(=O)c23)o1 was read as RMI-FANCM inh 69.
N#Cc1cccnc1N1CCN(C(=O)c2cccs2)CC1 was read as RMI-FANCM inh 52.
Screening CCOc1ccc(-c2noc(CSc3nc4ccccc4c(=O)n3CC)n2)cc1 returned RMI-FANCM inh 70.
`COc1ccccc1-c1cc(=O)c2cccc(OC)c2o1` gave RMI-FANCM inh 61.
`CN(C)CCCN(C(=O)c1ccc2c(c1)OCCO2)c1nc2cc3c(cc2s1)OCO3` gave RMI-FANCM inh 89.
Screening CCNC(=O)c1csc(Nc2ccc(S(C)(=O)=O)cc2)n1 returned RMI-FANCM inh 63.
O=C(c1ccco1)N1CCN(c2ncnc3scc(-c4ccc(F)cc4)c23)CC1 was read as RMI-FANCM inh 55.
`CC(=O)N[C@@H]1[C@@H](O)[C@H](O)[C@@H](CO)O[C@@H]1O` gave RMI-FANCM inh 62.
`Cc1cc(NCCc2ccccc2)c2ccccc2n1` gave RMI-FANCM inh 88.
Screening O=S(=O)(Nc1ccc(Br)cc1F)c1cccc(Cl)c1 returned RMI-FANCM inh 55.
`Cn1nnnc1SCc1nc2ccccc2c(=O)[nH]1` gave RMI-FANCM inh 54.
Screening COc1cc(NC(=O)c2ccco2)c(C(=O)O)cc1OC returned RMI-FANCM inh 63.

Some of these compounds in order of count of non-hydrogen atoms, falling:
Cc1ccc(-c2csc3nc(SCC(=O)Nc4sc5c(c4C#N)CCCCC5)n(-c4ccccc4)c(=O)c23)o1 was read as RMI-FANCM inh 69.
CC(C)C(=O)Nc1ccc(C(=O)NCCNC(=O)c2ccc(C(C)(C)C)cc2)cc1 was read as RMI-FANCM inh 69.
O=C(c1ccco1)N1CCN(c2ncnc3scc(-c4ccc(F)cc4)c23)CC1 was read as RMI-FANCM inh 55.
`CC(=O)N[C@@H]1[C@@H](O)[C@H](O)[C@@H](CO)O[C@@H]1O` gave RMI-FANCM inh 62.

Carrying on:
For COc1ccccc1C(=O)NCCCc1ccc(N(C)C)cc1 the results were RMI-FANCM inh 71.
`CN1CCN(C(=S)NC(=O)/C=C/c2cccs2)CC1` gave RMI-FANCM inh 55.
O=C(Nc1nc(CCC(=O)N2CCN(c3ncccn3)CC2)cs1)NC1CCCCC1 was read as RMI-FANCM inh 63.
Cc1nc(C(F)(F)F)nc(NNC(=O)Nc2ccc(Cl)cc2Cl)c1C was read as RMI-FANCM inh 64.
Screening O=C(CSc1ncnc2scc(-c3ccccc3)c12)Nc1nsc(-c2ccccc2)n1 returned RMI-FANCM inh 89.
For CCS(=O)(=O)c1ccccc1C(=O)N1CC(=O)Nc2ccccc21 the results were RMI-FANCM inh 65.
`CC(C)CNC(=O)C(=O)Nc1ccccc1C#N` gave RMI-FANCM inh 61.
`Cc1nc(-c2ccc(Cl)cc2)cs1` gave RMI-FANCM inh 55.
`NC(=S)N=Nc1ccc(NN=C(N)N)cc1` gave RMI-FANCM inh 94.
For O=C(COc1ccc2c(c1)OCO2)NCCOc1ccc(F)cc1 the results were RMI-FANCM inh 61.
`Cn1nccc1NC(=O)COCC(=O)O` gave RMI-FANCM inh 61.
COc1ccc(-c2n[nH]c(=O)c3nc(C)sc23)cc1 was read as RMI-FANCM inh 73.
Cc1ccc(-c2csc(Nc3nc4cc5c(cc4s3)OCO5)n2)o1 was read as RMI-FANCM inh 65.
COc1ccccc1N1CCN(C(=O)Cc2csc3nc(-c4ccccc4)cn23)CC1 was read as RMI-FANCM inh 62.
`CC1CCN(C(=O)CSc2nnc3ccc(-c4ccco4)nn23)CC1` gave RMI-FANCM inh 54.
Screening COc1ccc(NC(=O)CN(C)S(=O)(=O)c2cccc3cnccc23)cc1OC returned RMI-FANCM inh 57.
Screening O=C(Nc1nc(-c2ccccn2)cs1)C1CCN(S(=O)(=O)c2ccc(F)cc2)CC1 returned RMI-FANCM inh 55.
Screening CN(CC(=O)NCc1ccc(F)cc1)S(=O)(=O)c1cccc2cnccc12 returned RMI-FANCM inh 54.
Screening COc1ccc(-c2cn3c(C(=O)NCc4ccccn4)csc3n2)cc1 returned RMI-FANCM inh 63.
CCOC(=O)c1sc(NC(=O)CSc2nc3c(=O)n(C)c(=O)n(C)c3n2C)nc1C was read as RMI-FANCM inh 54.
For O=C1CC(c2ccccc2)=NN1c1ccccc1 the results were RMI-FANCM inh 53.
C=CCNc1nn(CC(=O)Nc2ccc(C)cc2)c(N)c1-c1nc(-c2ccc(Cl)cc2)no1 was read as RMI-FANCM inh 92.
`CC(C)(C)c1ccc(OCC(O)CN)cc1` (stereo not given) gave RMI-FANCM inh 79.
Cc1ccc(NC(=O)CN2C(=O)c3ccccc3C2=O)c(C(=O)c2ccccc2)c1 was read as RMI-FANCM inh 64.
Screening Cc1nn(C2CCS(=O)(=O)C2)c2nc(-c3ccc(F)cc3)cc(C(=O)N3CCCC3)c12 (stereo not given) returned RMI-FANCM inh 65.
O=[N+]([O-])c1ccccc1O[C@@H]1O[C@H](CO)[C@H](O)[C@H](O)[C@H]1O was read as RMI-FANCM inh 60.
For Cc1nc(-c2cnccn2)sc1C(=O)NCc1ccncc1 the results were RMI-FANCM inh 56.
For Oc1c(C(c2ccc(F)cc2)N2CCC3(CC2)OCCO3)sc2ncnn12 (stereo not given) the results were RMI-FANCM inh 59.
Screening O=S1(=O)CC=C(Cl)C1 returned RMI-FANCM inh 62.
For CC1CN(CC(O)Cn2c3ccccc3c3ccccc32)CC(C)O1 (stereo not given) the results were RMI-FANCM inh 60.
`O=C1C(=O)N(CC(O)COc2cccc3ccccc23)C(=O)C(=O)N1CC(O)COc1cccc2ccccc12` (stereo not given) gave RMI-FANCM inh 97.
`CCOC(=O)c1sc(SC)nc1NS(=O)(=O)c1cc(C(F)(F)F)cc(C(F)(F)F)c1` gave RMI-FANCM inh 55.
`O=C(Nc1ccc(N2CCCCC2)cc1)c1c2c(nn1C1CCS(=O)(=O)C1)CCC2` (stereo not given) gave RMI-FANCM inh 56.
Cc1nn(C)c(C)c1NC(=O)c1ccccc1NS(=O)(=O)c1cc(Cl)sc1Cl was read as RMI-FANCM inh 54.
`COc1ccc(S(=O)(=O)Nc2cc(N3CCCS3(=O)=O)ccc2OC)cc1C` gave RMI-FANCM inh 66.
For CCN(CC)CCNC(=O)c1ccc(/C=C2\SC(=S)N(C)C2=O)cc1 the results were RMI-FANCM inh 59.
`CSc1ccc(/C=[N+](/[O-])c2ccccc2)cc1` gave RMI-FANCM inh 61.
For O=C(c1ccco1)N1CCN(S(=O)(=O)CCN2C(=O)CCCC2=O)CC1 the results were RMI-FANCM inh 61.
For O=C(Nc1nnc(CCS(=O)(=O)c2ccccc2)o1)c1sc2ccccc2c1Cl the results were RMI-FANCM inh 51.
For CCc1ccc(S(=O)(=O)N2CCN(c3ccc(-c4ccccc4OC)nn3)CC2)s1 the results were RMI-FANCM inh 70.
COc1ccc(S(=O)(=O)Nc2ccc3c(c2)CN(C(=O)C(C)C)CC3)cc1 was read as RMI-FANCM inh 86.
For CCC1C(=O)NCCN1C(=O)c1ccc(C)c(I)c1 (stereo not given) the results were RMI-FANCM inh 60.
`O=C(NCCOc1ccc(F)cc1)c1cc([N+](=O)[O-])cc([N+](=O)[O-])c1` gave RMI-FANCM inh 59.
`Cc1cc(C)c(S(=O)(=O)NCCn2ncccc2=O)c(C)c1` gave RMI-FANCM inh 65.
Screening O=C(Cn1cnc(-c2ccc(F)cc2)cc1=O)N1CCC(Cc2ccccc2)CC1 returned RMI-FANCM inh 67.
O=C(CCCSc1nnc2c(n1)[nH]c1ccccc12)NC1CCCCC1 was read as RMI-FANCM inh 87.
For Cn1nc(C(C)(C)C)cc1C(=O)NNC(=O)c1ccccc1Cl the results were RMI-FANCM inh 54.
O=C(CSc1ccc(NC(=O)c2cccs2)nn1)Nc1ccc(F)cc1F was read as RMI-FANCM inh 90.
Screening CC12CCC(C/C1=N/N=C1/NC(=O)C(CC(=O)NC(N)=O)S1)C2(C)C (stereo not given) returned RMI-FANCM inh 76.
Cn1cc(SCC(=O)Nc2ccc(OC(F)(F)F)cc2)c2ccccc21 was read as RMI-FANCM inh 63.
For Cc1c(C)c(C)c(C(=O)c2cccs2)c(C)c1C the results were RMI-FANCM inh 51.
For CC(C)c1nc(SCC(N)=O)c2c(=O)n(C)c(=O)n(C)c2n1 the results were RMI-FANCM inh 72.
`O=C(CC(NCc1ccco1)C(=O)O)Nc1cc(Cl)ccc1O` (stereo not given) gave RMI-FANCM inh 57.
Screening Cc1nc(-c2ccc(S(=O)(=O)N3CCCc4ccccc43)s2)cs1 returned RMI-FANCM inh 86.
Cc1ccc2[nH]c(=O)oc(=O)c2c1 was read as RMI-FANCM inh 60.
For C#CCN(C)CCCOc1ccc(Cl)cc1Cl the results were RMI-FANCM inh 52&59.

Assay outcomes: PubChem, Small Molecule Screening Facility, UW Madison
